# Screens deposited in PubChem by The Scripps Research Institute Molecular Screening Center.
# PAFAH2 FP inh: PAFAH2 enzyme inhibitors, primary screen, biochemical, fluorescence polarization, human | recombinant PAFAH2, FP-rhodamine activity probe | inhibition, % at 3.39 µM | hit rate 0.99% among 340,000 | AID 492956, 2010;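 active = inhibition above the mean over all tested compounds plus 3 SD, cut at about 30% in these data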;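 note: inhibitors block probe labeling of enzyme so polarization drops; 0% = enzyme with DMSO and 100% = wells lacking PAFAH2 protein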
# PAFAH1B2 inh: PAFAH1B2 enzyme inhibitors, primary screen, biochemical, fluorescence polarization, human; Platelet-activating factor acetylhydrolase IB subunit alpha2 (Homo sapiens), P68402; recombinant PAFAH1B2, FP-rhodamine activity probe; hit rate 1.2% among 340,000; inhibition, % at 3.39 µM; AID 492953, 2010;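 active = inhibition above the mean of all tested compounds plus 3 SD, cut at about 24% in these data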;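 note: 0% = enzyme with DMSO and 100% = wells lacking PAFAH1B2; many of its hits are not listed in these tables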
# Target sequence (P68402 whole entry, looked up): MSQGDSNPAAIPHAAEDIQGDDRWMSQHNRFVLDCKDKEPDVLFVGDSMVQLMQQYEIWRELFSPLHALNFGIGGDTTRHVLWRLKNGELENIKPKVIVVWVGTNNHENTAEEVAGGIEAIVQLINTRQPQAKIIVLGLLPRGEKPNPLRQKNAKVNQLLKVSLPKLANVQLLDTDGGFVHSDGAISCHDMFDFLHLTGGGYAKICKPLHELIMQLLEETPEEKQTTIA
# pPAFAH inh: pPAFAH enzyme inhibitors, primary screen, biochemical, fluorescence polarization, human | Platelet-activating factor acetylhydrolase (Homo sapiens), Q13093 | recombinant pPAFAH, FP-rhodamine probe fluorescence polarization | inhibition, % at 3.39 µM | hit rate 1.5% among 330,000 | AID 463082, 2010;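 active = inhibition above the mean inhibition across the screen plus 3 SD, cut at about 25% in these data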;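 note: inhibitors block binding of the rhodamine activity-based probe so polarization drops; 0% = enzyme with DMSO and 100% = wells lacking pPAFAH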
# Target sequence (Q13093 whole entry, looked up): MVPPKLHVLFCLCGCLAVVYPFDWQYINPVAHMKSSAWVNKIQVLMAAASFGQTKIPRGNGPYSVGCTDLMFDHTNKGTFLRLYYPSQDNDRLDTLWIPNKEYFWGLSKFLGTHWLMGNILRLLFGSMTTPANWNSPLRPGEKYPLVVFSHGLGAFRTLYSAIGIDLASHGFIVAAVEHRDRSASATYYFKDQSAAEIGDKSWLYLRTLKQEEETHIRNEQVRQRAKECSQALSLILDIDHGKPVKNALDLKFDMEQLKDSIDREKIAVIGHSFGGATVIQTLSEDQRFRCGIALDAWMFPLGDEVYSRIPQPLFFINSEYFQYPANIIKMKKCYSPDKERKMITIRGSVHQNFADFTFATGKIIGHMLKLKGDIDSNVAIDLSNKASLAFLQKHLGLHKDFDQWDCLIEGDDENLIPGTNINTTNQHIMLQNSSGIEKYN
# PME-1 inh: PME-1 inhibitors via competitive probe labeling, primary screen, biochemical, fluorescence polarization, FP-Rh probe, HTS; inhibition, % at 5.9 µM; recombinant PME-1; AID 2130, 2009; hit rate 0.53% among 320,000;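 active = inhibition above the campaign mean of all compounds plus 3 SD, cut at about 26% in these data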;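 note: competitive labeling of PME-1 active site by serine hydrolase directed probe; 0% = PME-1 with DMSO and 100% = wells lacking PME-1 enzyme; inhibitors block probe labeling so polarization falls and inhibition rises; many of its hits are not listed in these tables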
# PAFAH1B3 FP inh: PAFAH1B3 enzyme inhibitors, primary screen, biochemical, fluorescence polarization, human. Platelet-activating factor acetylhydrolase IB subunit alpha1 (Homo sapiens), Q15102. recombinant PAFAH1B3, FP-rhodamine probe. inhibition, % at 3.39 µM. hit rate 0.28% among 340,000;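 active = inhibition above the screen-wide average of all tested compounds plus 3 SD, cut at about 25% in these data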;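 note: 0% = enzyme with DMSO only and 100% = wells lacking PAFAH1B3 protein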
# Target sequence (Q15102 whole entry, looked up): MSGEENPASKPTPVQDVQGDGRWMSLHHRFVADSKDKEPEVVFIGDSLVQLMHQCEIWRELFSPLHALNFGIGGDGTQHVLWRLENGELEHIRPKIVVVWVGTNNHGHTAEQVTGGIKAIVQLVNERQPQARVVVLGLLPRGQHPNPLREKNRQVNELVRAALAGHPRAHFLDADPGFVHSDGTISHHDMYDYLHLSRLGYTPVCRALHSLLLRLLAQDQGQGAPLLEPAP
# LYPLA2 inh: LYPLA2 inhibitors, primary screen, counter-screen for PME1 inhibitor project, biochemical, fluorescence polarization, FP-Rh probe ABPP; inhibition, % at 5.9 µM; recombinant LYPLA2; hit rate 0.38% among 320,000; AID 2177, 2009; Acyl-protein thioesterase 2 (Homo sapiens), O95372;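 active = inhibition above the screen-wide mean plus 3 SD, limit set per campaign, cut at about 26% in these data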;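 note: 0% = LYPLA2 with DMSO and 100% = wells lacking LYPLA2 enzyme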
# PAD4 FP inh: human PAD4 inhibitors, primary screen, biochemical, fluorescence polarization, 1536-well format | Protein-arginine deiminase type-4 (Homo sapiens), Q9UM07 | recombinant PAD4, RCA probe fluorescence polarization | inhibition, % at 6.36 µM | hit rate 0.41% among 330,000;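 active = percent inhibition above a cutoff equal to the mean of all tested compounds plus 3 SD, cut at about 15% in these data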;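 note: 0% = PAD4 with RCA probe and DMSO and 100% = probe without PAD4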
# GSTO1 counter: inhibitors of recombinant GSTO1, primary screen, counter-screen for RBBP9 inhibitor project, biochemical, fluorescence polarization; Glutathione S-transferase omega-1 (Homo sapiens), P78417; activity-based probe fluorescence polarization; inhibition, % at 5.96 µM; hit rate 1.1% among 300,000; AID 1974, 2009;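 active = inhibition above the campaign mean inhibition plus 3 SD, cut at about 35% in these data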;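 note: 0% = GSTO1-1 with DMSO and 100% = wells lacking GSTO1-1 enzyme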
# LYPLA1 inh: LYPLA1 inhibitors, primary screen, counter-screen for PME1 inhibitor project, biochemical, fluorescence polarization, FP-Rh probe ABPP | Acyl-protein thioesterase 1 (Homo sapiens), O75608 | hit rate 0.16% among 320,000 | recombinant LYPLA1 | inhibition, % at 5.9 µM;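 active = inhibition above the mean of all tested compounds plus 3 SD, set per campaign, cut at about 14% in these data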;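 note: inhibitors block serine hydrolase probe labeling of LYPLA1 so polarization falls; 0% = enzyme with DMSO and 100% = wells lacking LYPLA1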
# Active calls of the source: *; . = not tested or not shown.
Compound	PAFAH2 FP inh	PAFAH1B2 inh	pPAFAH inh	PME-1 inh	PAFAH1B3 FP inh	LYPLA2 inh	PAD4 FP inh	GSTO1 counter	LYPLA1 inh
O=C(CCS(=O)(=O)c1cc2c(cc1Cl)NC(=O)CO2)NCc1ccc(F)cc1	-4.2	2.5	2.8	5.3	-0.2	-1.7	1.1	4.0	-3.9
Cc1cc(C(=O)N/N=C/c2ccc(C)o2)c2ccccc2n1	0.8	0.3	0.0	3.8	1.3	7.4	2.5	-1.3	1.0
CN1C(=O)N(C)C2CC1N(C)C(=O)N2C	5.0	1.6	5.9	-2.7	1.9	-3.0	6.0	-0.6	1.1
O=C(CSCc1ccccc1)N=Nc1c(O)[nH]c2ccccc12	1.7	-0.1	3.8	-6.1	4.3	3.0	-0.7	1.2	1.3
FC(F)(F)c1cc(N2CCN(Cc3ccccc3)CC2)c2ccccc2n1	3.5	6.7	0.2	-4.3	-0.1	-1.2	-2.0	-3.3	-2.7
CCCc1c(C(=O)Nc2ccc(F)cc2C)cnn1-c1ccccc1	0.7	-1.6	1.6	-2.0	-0.7	5.3	4.0	9.0	3.2
O=C(CN1CCS(=O)(=O)CC1)N/N=C/c1cccc(C(F)(F)F)c1	1.2	1.4	-0.4	-1.2	-1.7	6.2	3.8	2.4	-0.2
CCOC(=O)c1c(C)nc2c(c1C)c(=O)oc1ccccc12	5.6	4.5	1.6	10.4	7.3	6.9	-4.8	-9.1	-0.8
CCc1ccccc1N(CC)C(=O)CCc1nc(-c2ccc(C)cc2)no1	8.5	1.3	1.6	-5.9	-1.4	-1.0	2.8	-6.6	-2.5
CCCC/C(O)=C1\C(=O)CCCC1=NCCc1c(C)[nH]c2ccc(OC)cc12	0.5	3.4	5.5	2.5	2.8	0.7	6.2	6.8	-0.6
CCCCNC(=S)N1CCN(c2ccccc2Cl)CC1	2.0	5.8	4.5	-2.1	10.2	2.7	1.8	-3.0	-2.5
Cc1nnc(NCCO)c2ccccc12	-8.8	-6.7	4.3	-0.4	3.7	2.1	-2.4	10.0	0.3
CC(C)(C)NC(=O)CSc1nnc(-c2ccncc2)o1	0.2	-0.7	0.6	7.3	-6.2	-0.6	-3.7	-0.7	-3.0
COc1ccc(NC(=O)CSc2nnc(CC(=O)Nc3ccc(F)cc3)n2C)cc1	9.6	0.2	8.3	-6.9	2.2	1.1	-0.5	2.8	0.0
CCOCCCN1CC(C(=O)NCc2ccc3c(c2)OCO3)CC1=O (stereo not given)	8.2	3.9	3.3	4.6	1.3	3.2	-5.7	3.9	2.9
COc1ccc(Nc2ccc([N+](=O)[O-])cn2)cn1	-3.8	3.6	6.7	-4.0	10.6	2.5	-2.6	-7.8	-1.4
N=c1c(S(=O)(=O)c2ccc(Cl)cc2)cc2c(=O)n3ccccc3nc2n1CCN1CCOCC1	7.2	36.9*	6.1	-1.6	2.4	-6.0	-2.5	-6.1	-7.8
Cc1cc(=O)[nH]c2ccc(Cl)cc12	2.4	5.7	3.5	-4.7	12.1	-8.3	-0.9	0.6	-1.8
COCCn1c(SCC(=O)N2CCCCC2)nc2cccnc21	-0.8	3.3	4.2	0.6	0.6	5.3	5.9	0.4	1.8
CCOc1ccc2nc(N3CCCC(C(=O)NCCCN4C(C)CCCC4C)C3)sc2c1 (stereo not given)	3.7	2.5	4.6	0.3	3.9	-6.2	-0.5	3.4	-2.6
CC(C)(C)OCC(O)CN1CCN(C(=O)c2ccccc2)CC1 (stereo not given)	6.6	1.0	-0.6	-4.1	5.3	4.3	-5.7	5.5	2.1
CC(C)Oc1ccc(S(=O)(=O)N2CCCCC2)cc1NC(=O)C1CSC2(C)CCC(=O)N12 (stereo not given)	4.7	1.2	4.7	25.3	-1.0	-3.2	2.1	-5.4	1.1
NC(=S)N/N=C/c1coc2ccc(O)cc2c1=O	3.6	1.4	7.3	7.5	-0.8	2.1	3.0	66.6*	1.7
Cc1ccsc1/C=N/n1c(=S)[nH]nc(C)c1=O	0.0	1.6	-4.2	-10.8	8.5	0.2	0.5	8.4	-4.4
O=C(C1CCCCC1)N1CCC(O)(c2ccc(Cl)cc2)CC1	3.8	3.7	4.4	0.2	-1.9	-11.5	2.8	-6.5	-5.0
Cc1ccc(-c2nn(CC(=O)N(C)C)c(=O)c3ccccc23)cc1S(=O)(=O)N(C)C	-1.2	-1.0	3.8	-3.4	15.7	9.3	6.8	5.7	5.8
Cc1ccc2oc(C(=O)NCC(c3ccco3)N(C)C)c(C)c2c1 (stereo not given)	-3.4	-1.7	4.9	4.8	-4.2	12.4	2.3	-0.3	3.1
COC(=O)c1ccc(CSc2nnc3c(Cl)cc(Cl)cn23)o1	-1.1	2.8	0.9	1.6	10.5	3.1	-5.8	-0.1	-1.6
CNC(=O)c1cccc2cccc(Sc3ccccc3C(=O)O)c12	-1.0	11.4	3.4	-2.3	0.3	-3.7	2.4	1.9	-0.6
CCN(CC)C(=O)[C@H]1C[C@H](CC(=O)NCCc2ccccn2)C(=O)N2CCc3c([nH]c4cc(CCC(=O)N(C)C)ccc34)[C@]12C	-1.7	2.2	2.6	.	3.8	.	4.2	.	.
CCNC(=O)/C(=C\c1ccccc1)NC(=O)/C=C/c1ccccc1	-1.9	4.1	0.1	0.4	-1.3	1.6	-3.4	2.7	4.6
COC(=O)c1sc(S(=O)(=O)NCc2ccccc2)c(C(=O)OC)c1C	1.6	-4.2	4.3	2.1	0.1	1.2	3.1	4.1	0.1
COC(=O)c1ccc(N/C=C/C(=O)c2ccccc2)cc1	0.8	4.0	-0.3	1.8	3.8	-1.6	-2.3	-3.5	0.2
COc1cccc(C2=NCCc3cc4c(cc32)OCO4)c1OC	0.5	-1.0	5.0	-2.7	0.1	4.3	2.8	1.4	-0.6
CCN(CC)CCN=CC1=C(O)CNC1=O	1.1	6.2	6.3	-3.7	-4.4	0.1	3.4	-0.7	0.0
Cc1nnc(NC(=O)C2CCN(C(=O)c3ccco3)CC2)s1	2.9	-1.9	-2.7	6.2	-4.0	0.7	6.0	-1.2	3.4
CC(C1CC1)N(Cc1ccccc1)C(=S)Nc1ccccc1 (stereo not given)	-3.2	11.0	-1.6	-0.8	1.3	-5.8	-2.5	-0.2	-0.4
COC(=O)c1ccc(CSc2nc3ccccc3c(=O)n2N)cc1	0.2	0.3	4.0	3.6	5.7	-2.0	1.9	-2.7	-0.7
O=C(NCc1ccncc1)c1c(F)c(F)c(F)c(F)c1F	-5.9	-3.5	-6.2	-1.8	-6.3	-2.9	-6.8	-2.7	0.4
CCN1CCN(c2ccc(S(=O)(=O)N3CCCCC3)cc2NC(=O)c2ccc([N+](=O)[O-])o2)CC1	5.9	7.4	8.9	1.5	12.6	3.1	-6.8	-13.5	2.7
O=C(NC1CCCCCCC1)c1cc(-c2ccccn2)nc2ccccc12	-2.6	-0.1	-2.3	3.4	-2.5	4.0	-1.2	0.8	-0.3
CCCN(CCC)CCCNC(=O)CC(C(=O)N1CCc2ccccc21)n1ccnc1 (stereo not given)	-3.6	4.9	9.4	3.8	-6.0	1.3	-2.6	-0.7	-1.2
CC1CCN(S(=O)(=O)c2ccc3c(c2)N(CC(=O)NCCCN2CCCC(C)C2)C(=O)CO3)CC1 (stereo not given)	2.7	7.4	1.9	1.8	4.2	5.7	-5.7	-4.8	0.6
O=C(CSCc1ccccc1)NCCc1ccc(F)cc1	10.5	11.2	2.5	1.6	1.1	3.1	-0.2	-1.4	-2.9
Cc1cc(N2CCN(c3ccc(C(F)(F)F)cc3[N+](=O)[O-])CC2)c2ccccc2n1	0.0	2.4	-1.0	3.9	3.4	29.3*	-1.9	-0.4	2.5
Cc1nnsc1C(=O)Nc1ccc(S(=O)(=O)N2CCCC(C)C2)cc1 (stereo not given)	-7.8	1.5	1.6	-12.1	3.9	-9.0	1.3	-4.7	-2.5
COc1ccc(C2CC(C(F)(F)F)n3nc(C(=O)NCc4c(C)nn(C)c4C)c(Cl)c3N2)cc1 (stereo not given)	2.6	4.1	-2.3	-1.7	1.8	7.5	6.8	-1.1	-0.2
Cc1csc(C(C)N(C)C(=O)c2ccc(OC3CCN(Cc4ccccn4)CC3)cc2)n1 (stereo not given)	4.7	3.0	1.5	-3.5	2.9	2.3	-1.1	-1.6	1.6
O=C(/C=C/c1ccc([N+](=O)[O-])cc1)c1cccnc1	-6.0	0.5	3.5	1.1	-0.1	0.8	2.1	-6.0	-3.7
Cc1ccc(S(=O)(=O)NC(CC(=O)n2nc(C)cc2C)c2ccccc2)cc1 (stereo not given)	2.0	8.6	1.8	2.0	3.6	3.5	-6.0	-1.6	2.4
COc1cccc(CNC(=O)c2ccc(C)c(S(=O)(=O)N3CCCCC3)c2)c1	2.5	-0.9	3.0	12.0	2.8	2.4	2.9	7.1	-1.5
Cc1ccc(Sc2nc3ccc(C)cn3c(=O)c2/C=N/O)cc1	4.2	2.4	1.5	-5.3	5.5	-1.9	3.1	-9.3	-4.2
O=C(COC(=O)Cc1ccccc1F)NCCNC(=O)COC(=O)Cc1ccccc1F	2.9	2.6	3.1	2.0	2.2	1.0	-3.5	6.0	1.8

# An excerpt; the hit share may differ from the screen's.
